LYP phosphatase = inhibitors of LYP phosphatase, biochemical, fluorescence intensity, uHTS (AID 1779). recombinant LYP phosphatase, fluorescence intensity; higher % means a stronger effect. inhibition, % at 11.5 µM, or IC50 in µM where a hit was titrated. Tyrosine-protein phosphatase non-receptor type 22 (Homo sapiens). 0.054% of 290,000 active; in the data active = inhibition above about 50%;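 note: plate controls were vehicle with enzyme for no effect and no enzyme for full effect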
RSV CPE inhibition = RSV antiviral activity via CPE protection, HEp-2 cells, primary 10 µM value included (AID 2391); CPE inhibition, % at 10 µM, or IC50 in µM where a hit was titrated; HEp-2 cells, RSV-induced CPE inhibition; higher % means a stronger effect; 0.13% of 310,000 active; in the data active = a potency from the dose series; inconclusive = CPE inhibition mostly from about 23% at the one dose, without a potency; inactive = the rest, 99 in 100 with CPE inhibition below about 21%; note: strong numbers were not always called active
Salmonella PhoP GFP = inhibitors of PhoP regulon expression, primary screen, Salmonella Typhimurium, GFP reporter (AID 1863); S. Typhimurium PhoP-regulated promoter GFP reporter, 4 h; higher % means a stronger effect; inhibition, % at 50 µM, or IC50 in µM where a hit was titrated; 0.16% of 300,000 active;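 active = inhibition over 29.93%, a cutoff 3 SD above the screen mean, later confirmed by dose response; inconclusive = inhibition over 29.93% but no dose response follow-up; inactive = inhibition at most 29.93% or unconfirmed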;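 note: 0% = low Mg2+ inducing control and 100% = high Mg2+ repressing control; strong numbers were not always called active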
CSM14.1 death rescue = rescue of cells from ER stress-induced death, primary screen, 384-well, CSM14.1, thapsigargin, ATP luminescence (AID 1222); cellular ATP content (survival), % at 20 µM, or EC50 in µM where a hit was titrated; CSM14.1 thapsigargin-induced death rescue, ATP luminescence; higher % means a stronger effect; 190,000 tested, under 10 active;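 active = EC50 below 50 µM in the dose-response confirmation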;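 note: death triggered by thapsigargin at about 15 µM added after 2 h compound pretreatment; cell ATP read after overnight thapsigargin exposure of roughly 18 to 22 hours; normalized against plate controls of thapsigargin alone and 5% DMSO vehicle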
NS5 inhibitors = Dengue-2 NS5 methyltransferase inhibitors, primary screen, biochemical, confirmation dose response (AID 588689); inhibition, % at 25 µM; hits with a dose series show IC50 in µM; 0.3% of 340,000 active; Dengue-2 NS5 methyltransferase capping enzyme assay, biochemical; higher % means a stronger effect; in the data active = a potency from the dose series; inconclusive = inhibition above about 29% without an active follow-up result
Large T inhibition = SV40 large T antigen inhibitors, biochemical (AID 1903). 0.39% of 310,000 active. SV40 large T antigen ATPase/helicase inhibition assay; higher % means a stronger effect. inhibition, % at 20 µM; hits with a dose series show IC50 in µM; in the data active = a potency from the dose series; inconclusive = inhibition mostly from about 32% at the one dose, without a potency; inactive = the rest, 99 in 100 with inhibition below about 32%; note: strong numbers were not always called active
GPR35 arrestin U2OS = GPR35 antagonists blocking zaprinast-driven arrestin recruitment, primary screen, imaging, U2OS, beta-arrestin-GFP, zaprinast agonist (AID 2058) | inhibition, % at 10 µM; hits with a dose series show IC50 in µM | G-protein coupled receptor 35 (Homo sapiens) | U2OS GPR35 beta-arrestin-GFP translocation imaging, zaprinast antagonism; higher % means a stronger effect | 0.052% of 290,000 active;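 active = inhibition of at least 50% with at least 30 cells and total cytoplasm GFP at most 10,000,000; inconclusive = under 30 cells or total GFP of 10,000,000 plus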
Rac1 GTP hydrolysis = MgcRacGAP GTPase-activating activity inhibitors, confirmation, biochemical, ADP Hunter fluorescence. MgcRacGAP-stimulated Rac1 GTP hydrolysis, ADP Hunter fluorescence; higher % means a stronger effect; GST-tagged Rac1 F28L mutant substrate. one-dose inhibition, % at 30 µM; IC50 in µM for titrated hits. 0.6% of 340,000 active;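 active = first-screen hits whose inhibition reached a set limit at any dose in the follow-up dose series; inconclusive = inhibition above the set first-screen limit but never retested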;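 note: fluorescence reports GDP produced by GAP-driven GTP hydrolysis; strong numbers were not always called active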
West Nile antiviral = West Nile virus antiviral activity, cell-based, CPE readout (AID 1621). 0.02% of 290,000 active. CPE inhibition, % at 10 µM, or IC50 in µM where a hit was titrated. West Nile virus-infected cells, CPE inhibition; higher % means a stronger effect; in the data active = a potency from the dose series; inconclusive = CPE inhibition mostly from about 3.7% at the one dose, without a potency; inactive = the rest, 99 in 100 with CPE inhibition below about 2.2%; note: strong numbers were not always called active
NS5 inhibitors pilot replicate = recorded beside NS5 inhibitors, whose call it bears; inhibition, %; measured here: pilot screen replicate inhibition
Numbers without * were called inactive; ? = inconclusive; . = no result given.

SMILES	LYP phosphatase	RSV CPE inhibition	Salmonella PhoP GFP	CSM14.1 death rescue	NS5 inhibitors	Large T inhibition	GPR35 arrestin U2OS	Rac1 GTP hydrolysis	West Nile antiviral	others
COC(=O)C(Cc1c[nH]c2ccccc12)NC(C)=O (stereo not drawn)	-8%	1.7%	2%	-1.4%	-1%	8%	4%	7%	0.5%
Cc1cc2oc(C(=O)N3CCN(CCc4ccccn4)CC3)c(C)c2cc1C	-12%	1.5%	5%	.	-11%	16%	-4%	13%	-0.5%
COc1ccccc1N1CCN(C(=O)c2noc(C)c2[N+](=O)[O-])CC1	-6%	0.0%	5%	.	10%	4%	-10%	-6%	-0.2%
Cc1ccc(N2CC(C(=O)OCc3nnc(-c4ccccc4)o3)CC2=O)cc1 (stereo not drawn)	.	0.3%	12%	.	4%	15%	.	7%	.
CN(CC(=O)Nc1ccc(N2CCOCC2)cc1)C(=O)COc1ccccc1F	-6%	1.9%	0%	.	-13%	11%	0%	7%	0.6%
CC1=NOC2(C1)N(C)c1ccccc1C2(C)C (stereo not drawn)	6%	-0.9%	3%	-2.4%	-5%	10%	-10%	5%	-0.2%
N#Cc1cc(N)c(Nc2ccccc2)cc1C#N	3%	.	15%	1.3%	1%	22%	-3%	12%	-0.1%
COc1ccc(-n2c(O)c(/C=N/NS(=O)(=O)c3cc(C)ccc3C)c3ccccc3c2=O)cc1OC	-4%	1.8%	-46%	-0.8%	26%	?	0%	-2%	1.3%
CCS(=O)(=O)N1Cc2ccccc2CC1C(=O)Nc1nnc(SCc2ccc(C#N)cc2)s1 (stereo not drawn)	9%	2.3%	-16%	1.3%	-3%	6%	6%	13%	-1.0%
Cn1cc(-c2nnnn2-c2ccc(Cl)cc2)c(=O)c2ccccc21	0%	0.7%	8%	-0.8%	4%	-2%	4%	2%	-0.3%
COCCn1c(SCC(=O)Nc2ccc(C)cc2C)nc2c(oc3ccccc32)c1=O	0%	3.2%	0%	-2.6%	-2%	8%	8%	4%	-0.1%
COc1ccc(S(=O)(=O)N2CCN(CC3CC=CCC3)CC2)cc1 (stereo not drawn)	-5%	6.5%	2%	.	1%	6%	-6%	6%	-0.5%
COCCN1C(=O)C(O)=C(C(=O)c2ccco2)C1c1cccc(Oc2ccccc2)c1 (stereo not drawn)	5%	-0.1%	3%	-2.4%	1%	9%	2%	-7%	-0.1%
N#CCCN1CCN(S(=O)(=O)c2ccc3c(c2)OCCCO3)CC1	-14%	1.2%	3%	-1.7%	-2%	-2%	-11%	11%	0.2%
C=CCNc1nc(N(c2ccccc2)c2ccccc2)nc(-n2ccnc2)n1	-1%	3.1%	7%	-1.1%	-1%	8%	2%	1%	0.2%	NS5 inhibitors pilot replicate=-1.8

Reprinted from the part before: five compounds; new compounds follow.
SMILES	LYP phosphatase	RSV CPE inhibition	Salmonella PhoP GFP	CSM14.1 death rescue	NS5 inhibitors	Large T inhibition	GPR35 arrestin U2OS	Rac1 GTP hydrolysis	West Nile antiviral	others
COCCn1c(SCC(=O)Nc2ccc(C)cc2C)nc2c(oc3ccccc32)c1=O	0%	3.2%	0%	-2.6%	-2%	8%	8%	4%	-0.1%
COc1ccc(S(=O)(=O)N2CCN(CC3CC=CCC3)CC2)cc1 (stereo not drawn)	-5%	6.5%	2%	.	1%	6%	-6%	6%	-0.5%
COCCN1C(=O)C(O)=C(C(=O)c2ccco2)C1c1cccc(Oc2ccccc2)c1 (stereo not drawn)	5%	-0.1%	3%	-2.4%	1%	9%	2%	-7%	-0.1%
N#CCCN1CCN(S(=O)(=O)c2ccc3c(c2)OCCCO3)CC1	-14%	1.2%	3%	-1.7%	-2%	-2%	-11%	11%	0.2%
C=CCNc1nc(N(c2ccccc2)c2ccccc2)nc(-n2ccnc2)n1	-1%	3.1%	7%	-1.1%	-1%	8%	2%	1%	0.2%	NS5 inhibitors pilot replicate=-1.8
Cc1ccc(-c2nc(-c3cccnc3)sc2CC(=O)Nc2ccc3nc(C)sc3c2)cc1	6%	4.6%	-6%	11%	11%	13%	-3%	7%	-1.0%
Cc1ccc2nc(NCCc3ccc(Cl)cc3)c3nncn3c2c1	1%	1.7%	7%	.	4%	5%	-9%	5%	0.1%
Nc1c(S(=O)(=O)c2ccccc2)cnc2c(-c3ccc(F)cc3)cnn12	-3%	-0.4%	-4%	-0.9%	-6%	3%	8%	3%	0.7%
CC(=O)c1c(C)[nH]c(C(=O)CSc2nnc(-c3cccs3)n2Cc2ccccc2)c1C	2%	1.8%	13%	1.6%	1%	18%	32%	9%	0.0%
CC(=O)c1ccc(O)c(CSC2=NCCS2)c1	-11%	3.2%	3%	-0.3%	1%	4%	-6%	10%	0.5%
O=C(CNC(=O)c1ccc([N+](=O)[O-])cc1)N/N=C/c1c[nH]c2ccccc12	-4%	1.5%	5%	.	1%	10%	5%	9%	-0.2%
O=C(Cn1cncn1)c1ccccc1	-7%	2.7%	-1%	.	-11%	16%	-1%	5%	0.4%
CC(=O)NC1CCN(C(=O)N2CCCC2)CC1	-6%	0.6%	2%	-0.3%	-4%	1%	9%	4%	0.1%
O=C(NCCc1ccc(F)cc1)c1cccs1	-5%	0.9%	17%	-2.8%	-4%	19%	-2%	13%	0.2%
COc1ccccc1CNC(=O)CCNS(=O)(=O)c1ccc2c(c1)oc(=O)n2C	-3%	2.3%	-6%	.	-4%	11%	12%	14%	1.5%
COc1cc(N/N=C/c2ccccc2O)ncn1	6%	4.9%	5%	-4.7%	-1%	3%	-7%	8%	?
CCN(CC)CCNC(=O)CNC(=O)c1nn(-c2ccc(OC)c(OC)c2)c(=O)c2ccccc12	-2%	0.3%	15%	.	-3%	7%	18%	8%	0.0%
CC1(C)CC(=O)c2cnc(NC(=O)c3ccco3)nc2C1	-3%	0.3%	6%	-1.3%	2%	-3%	4%	13%	0.1%
O=C(O)CSc1sc(=S)sc1SCC(=O)O	-6%	0.3%	-12%	19%	3%	14%	-2%	8%	0.3%
CCC(C)N1CCN(C(=O)c2cccs2)CC1 (stereo not drawn)	.	-1.7%	8%	.	-4%	6%	.	38%	0.9%
CC(=O)N/C(=C\c1ccccc1)C(=O)OCc1ccc(C)cc1	-4%	0.4%	6%	.	-2%	0%	13%	5%	-0.3%
CC(=O)Nc1cccc(N=NN2CCOCC2)c1	0%	-1.3%	2%	-0.1%	.	8%	19%	.	-0.3%
C/C(=N\NC(=O)C1CCCC1)c1ccc(C(C)C)cc1	-4%	3.5%	-4%	.	1%	9%	-13%	6%	-0.8%
C/C(=N\NC(=S)NCc1ccccc1)c1ccc(C)o1	-1%	0.8%	5%	-0.8%	-5%	11%	1%	27%	0.0%
CC1CCN(c2c(NCc3ccc(C(=O)NCc4cccnc4)cc3)c(=O)c2=O)CC1	-4%	2.6%	13%	.	-7%	9%	-4%	4%	0.2%
COc1cccc(C(c2nnnn2CC2CCCO2)N2CCN(C(=O)c3ccco3)CC2)c1OC (stereo not drawn)	-10%	0.1%	-2%	-0.6%	3%	5%	15%	4%	0.1%
CC(=O)Nc1ccc(/C=N\NC(=O)CNS(=O)(=O)c2ccc([N+](=O)[O-])cc2)cc1	-1%	0.2%	-4%	-0.6%	0%	-3%	-3%	9%	0.2%
O=C(COc1ccc(S(=O)(=O)NCc2ccccc2)cc1)NCC1CCCO1 (stereo not drawn)	1%	2.2%	-5%	-2.0%	-2%	-3%	17%	8%	-0.8%
Cc1ccc(S(=O)(=O)CCC(=O)NCc2ccco2)cc1	-7%	0.6%	0%	-1.5%	-4%	9%	-6%	5%	0.3%
O=C(c1ccc(Cl)cc1)N1CCC(C(=O)N2CCCc3ccccc32)CC1	-4%	2.9%	-4%	.	2%	9%	11%	7%	-0.8%
O=C(CSc1ncc(C(F)(F)F)cc1Cl)N1CCN(S(=O)(=O)c2ccc(Cl)cc2)CC1	9%	10%	6%	-1.2%	-2%	10%	7%	1%	.
Cc1ccc(NC(=O)c2cc(-n3cnnc3)ccc2Cl)cc1	0%	3.9%	7%	-2.1%	-7%	21%	5%	7%	-0.3%	NS5 inhibitors pilot replicate=-5.8
COc1ccc(CNc2ncc(-c3ccc(Br)cc3)n2C)cc1OC	-7%	.	.	.	1%	.	-3%	56µM*	-1.6%	NS5 inhibitors pilot replicate=-0.3
CCCCNC(=S)NNC(=O)c1ccncc1	-4%	3.8%	-3%	.	-3%	5%	-4%	12%	0.1%
Cc1cc(C)cc(NC(=O)CCCSc2nc3ccccc3[nH]2)c1	-1%	22%	7%	-7.1%	-5%	8%	-3%	7%	-1.0%
CC(C)(C)n1nnnc1CN1C2CCC1CC(NC(=O)Nc1ccccc1)C2 (stereo not drawn)	-3%	1.2%	-7%	-0.7%	-11%	9%	-7%	3%	0.0%
CCN(C(=O)C1CCCN1S(=O)(=O)c1cccc2nsnc12)c1ccccc1 (stereo not drawn)	-4%	4.0%	0%	.	0%	2%	-9%	7%	-0.1%
CC(=O)N1CCSc2ccc(S(=O)(=O)Nc3ccc(C)cc3)cc21	-9%	15%	14%	.	0%	24%	24%	9%	-0.7%
COc1cccc(C(=O)NC(=O)Nc2cc(C)[nH]n2)c1	-8%	2.6%	-7%	.	3%	11%	4%	8%	-0.2%
CCN1CCN(c2cc(C)c3cc(NC(=S)N4CCN(c5ccc(F)cc5)CC4)ccc3n2)CC1	-6%	-2.8%	-6%	0.2%	-10%	11%	1%	15%	-1.5%
Cn1c(Cl)cnc1C1CC(=O)c2cc(Cl)ccc2O1 (stereo not drawn)	-1%	-2.4%	0%	-2.0%	-40%	4%	8%	7%	19%
Cc1ccc(S(=O)(=O)N2CCCCC2)cc1NC(=O)CSCC(=O)O	-4%	2.1%	-1%	0.2%	-3%	-7%	-4%	-1%	-0.2%
Cc1ccc(-c2nc(NC(=O)c3nn(C)cc3[N+](=O)[O-])sc2C)cc1	-7%	-3.6%	4%	-1.6%	3%	7%	-18%	1%	-1.0%
Cc1c(C(=O)N2CCN(C)CC2)oc2ccc(S(=O)(=O)N3CCOCC3)cc12	0%	-0.3%	1%	-3.5%	4%	2%	8%	-3%	-0.1%

Outcome played no part in choosing rows. About 1.5% of those tested had a hit in this group.
